IMPase inh = IMPase inhibition in cells; P97697; CHO-M1 cells, IP1 accumulation, HTRF TR-FRET ratio; inhibition (IP1 accumulation), % at 46.1 µM; 120,000 tested, under 10 active; AID 901; active means well fitted curve in the direction sought with a large enough effect in the signal ratio, not every such curve was filed as active; inconclusive means small, poorly fitted or top-dose-only effect, or a change in a side signal; inactive means no such curve, though single readings can be large or run the other way; the % refers to the signal ratio;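 further: cells stimulated with carbachol in lithium chloride buffer; plate controls were DMSO basal wells for no effect and reference inhibitor wells for full effect; higher means more IMPase inhibition seen as more IP1 and lower FRET ratio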
Target sequence (P97697 whole entry, looked up): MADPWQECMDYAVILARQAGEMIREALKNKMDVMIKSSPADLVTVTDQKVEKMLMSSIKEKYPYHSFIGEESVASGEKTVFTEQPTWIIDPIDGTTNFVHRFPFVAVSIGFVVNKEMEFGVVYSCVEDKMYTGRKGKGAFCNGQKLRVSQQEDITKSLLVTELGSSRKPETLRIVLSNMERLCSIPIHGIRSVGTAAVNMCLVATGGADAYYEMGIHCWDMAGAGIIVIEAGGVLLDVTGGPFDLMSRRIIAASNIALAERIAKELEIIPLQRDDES
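Elevated IP1 in lysates lowers TR-FRET signal (665/620 ratio and 620 channel reported). Cells were CHO-M1, given carbachol (50 uM as added) plus 50mM LiCl, pH 7.4, 30 min, 37C; compounds titrated up to 46 uM; AC50 by Hill equation.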
PNC inhibitor = perinucleolar compartment assembly inhibition; activity change (PNC), negative = inhibition, % at 10 µM; hit rate 3.1% among 140,000; PC3M PTB-GFP, PNC prevalence imaging, 16 h; hits give low values;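 active means readout at or below -70, meaning at least 70% loss of cells showing the perinucleolar compartment, a nuclear body marking cancer cells; inconclusive means readout between -30 and a set limit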;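 further: plate controls were DMSO wells for no effect and camptothecin positive control wells for full effect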
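Read-out is percentage of cells bearing a perinucleolar compartment, from automated 20x imaging of fixed, Hoechst-stained PC3M PTB-GFP cells. Cells were seeded 4 h, then exposed 16 h to compound (23 nl of library stock) in duplicate plates.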
15-hLO-2 inh = inhibitors of human 15-lipoxygenase 2 (ALOX15B) | O15296 | purified 15hLO-2, xylenol orange hydroperoxide absorbance | Potency, µM (series often up to 57.1 µM), without a hit: at the highest dose activity change, negative = inhibition, hits mostly inhibitors | hit rate 0.56% among 110,000 | AID 881; further: potency means the concentration at half of the fitted maximal effect; nearly all actives have a fitted effect of over 60% in size; many of its hits are not listed in these tables
Target sequence (O15296 whole entry, looked up): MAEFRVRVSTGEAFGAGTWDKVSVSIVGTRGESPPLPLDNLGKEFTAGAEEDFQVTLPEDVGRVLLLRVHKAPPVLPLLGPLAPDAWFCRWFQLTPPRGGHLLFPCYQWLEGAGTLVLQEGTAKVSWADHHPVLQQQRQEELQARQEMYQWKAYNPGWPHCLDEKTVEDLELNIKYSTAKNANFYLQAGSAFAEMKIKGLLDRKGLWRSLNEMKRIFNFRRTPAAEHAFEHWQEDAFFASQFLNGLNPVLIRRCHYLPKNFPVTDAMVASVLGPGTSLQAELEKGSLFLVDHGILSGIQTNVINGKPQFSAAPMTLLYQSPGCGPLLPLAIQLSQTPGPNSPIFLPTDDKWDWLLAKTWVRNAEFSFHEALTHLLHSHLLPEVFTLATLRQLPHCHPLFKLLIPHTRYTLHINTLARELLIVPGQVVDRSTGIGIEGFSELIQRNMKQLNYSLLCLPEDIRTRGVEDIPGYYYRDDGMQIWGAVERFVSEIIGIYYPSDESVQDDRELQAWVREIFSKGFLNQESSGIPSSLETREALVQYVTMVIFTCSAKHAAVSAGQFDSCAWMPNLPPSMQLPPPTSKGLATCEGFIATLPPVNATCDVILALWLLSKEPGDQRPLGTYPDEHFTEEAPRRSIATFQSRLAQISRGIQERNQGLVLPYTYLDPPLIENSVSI
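Screening format was qHTS against 50 nM purified 15hLO-2 in Hepes pH 7.5 with detergent. Activity follows hydroperoxide formation from 45 uM arachidonic acid, measured as 573:405 nm absorbance ratio of the ferric-xylenol orange complex.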
12-hLO inh = 12-hLO (ALOX12) enzyme inhibition; purified 12-hLO, xylenol orange hydroperoxide absorbance; Potency, µM (series often up to 57.1 µM), inactives show at the highest dose activity change, negative = inhibition, most hits filed as inhibitors; hit rate 0.12% among 150,000; AID 1452; further: potency means the concentration at half of the fitted maximal effect; nearly all actives have a fitted effect of over 55% in size; many of its hits are not listed in these tables
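Purified human 12hLO (150 nM final) was preincubated with compounds for 15 min at room temperature in 25 mM Hepes pH 7.0, 0.01% Triton X-100, then reacted with 40 uM arachidonic acid for 30 min. Hydroperoxide was detected with ferrous iron/xylenol orange.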
The depositor's hits bear a star; u = inconclusive; x = not tested or not shown; & = joins results of further samples; [ ] = dose if it differs, or a comment. Unless noted, the call rests on the fitted dose curve; in most records, active means well fitted curve in the direction sought with a large enough effect; inconclusive means small, poorly fitted or top-dose-only effect, or another doubt; inactive means no such curve, though single readings can be large; an effect the other way counts as inactive or inconclusive. Unless noted, on the % scale 0 is the no-effect control and ±100 the full control effect.

SMILES | IMPase inh | PNC inhibitor | 15-hLO-2 inh | 12-hLO inh
Cc1ccc(C(c2sc3nc(C)nn3c2O)N2CC(C)OC(C)C2)cc1 (stereo not given) | -3 | u | 1% | 0%
CSCc1ccc(C(=O)Nc2cccc(C)c2C)cc1 | x | u | x | -3%
COc1ccc(-c2cc(=O)c3c(OC)c(OC)c(OC)c(OC)c3o2)cc1OC | x | 36 | 2% | -1%&-2%
CC(=O)c1nnn(-c2nc(N)nc(N(c3ccccc3)c3ccccc3)n2)c1C | 12 | 31 | 1% | -1%
Cc1ccc(C(=O)CC(c2cccs2)S(=O)(=O)c2ccc(C)cc2)cc1 (stereo not given) | x | -2 | x | -4%
Cc1cc(C(F)F)n2ncc(C(=O)O)c2n1 | 3 | 57 | -3% | 1%
Cc1ccc(/C(N)=N/OC(=O)c2ccco2)cc1 | x | u | x | -4%
O=C(Oc1ccc2c3c(c(=O)oc2c1)CCC3)c1ccco1 | -8 | -7 | -1% | 1%
COc1ccc(/C(N)=N/OC(=O)Cc2ccccc2[N+](=O)[O-])cc1 | x | 5 | x | -2%
O=C(NCc1ccco1)c1ccc(C(=O)NCc2ccco2)s1 | u | u | -7% | 3%
N=c1c(S(=O)(=O)c2ccccc2)cc2c(=O)n3ccccc3nc2n1CC1CCCO1 (stereo not given) | -1 | u | -29% | 1%
O=S1(=O)CCC(NS(=O)(=O)c2cccc3cccnc23)C1 (stereo not given) | -10 | -6 | -5% | 3%
O=C(NCC1CCCO1)c1ccc2c(=O)n(CCc3ccccc3)c(=O)[nH]c2c1 (stereo not given) | -5 | u | -14% | -5%
Cc1snc(S(=O)(=O)/C(C#N)=N/Nc2cccc(C(F)(F)F)c2)c1C#N | -1 | u | -19% | u
COc1cc(NC(=O)Cc2ccccc2)ccc1NC(=O)c1ccco1 | 1 | 12 | -4% | 0%
CCOc1ccccc1NC(=O)COC(=O)c1cc(C(=O)OC)cc([N+](=O)[O-])c1 | x | 50 | x | 1%
Cc1nn(Cc2ccc(F)cc2)c(Cl)c1/C=N/NC(=O)c1cccnc1 | x | 27 | x | -1%
CC[C@@](N)(C(=O)O)c1ccc(C(=O)O)cc1 | -4 | x | 11% | -1%
Nc1nnc(Cc2ccc(Cl)cc2)s1 | -5 | u | 5% | 2%
O=C(Nc1nc2ccccc2s1)c1ccc(OCC2CCCO2)cc1 (stereo not given) | 5 | 25 | x | 2%
COc1ccc(/C=N/n2c(-c3cccs3)n[nH]c2=S)cc1 | 4 | 23 | u | -17%
C/C=C/C(=O)OCC(=O)NC(=O)NC(C)C | -2 | 17 | -1% | -2%
N#Cc1cn(CC(=O)NCc2cccnc2)c2ccccc12 | 0 | -12 | -5% | 2%
O=C1N=C(N2CCOCC2)S/C1=C\C=C/c1ccccc1 | 11 | u | -12% | -13%
Cn1nc(C(C)(C)C)cc1C(=O)NCc1ccc(N2CCCC2=O)cc1 | -4 | -10 | 1% | -3%

The list goes on:
SMILES | IMPase inh | PNC inhibitor | 15-hLO-2 inh | 12-hLO inh
COc1cc(/C=N/NC(=O)CCn2c3ccccc3c3ccccc32)ccc1O | 8 | 65 | 5% | 3%
CC1Cc2ccccc2N1C(=O)C1CCCN1S(=O)(=O)c1ccc(Cl)cc1 (stereo not given) | 8 | u | 0% | 0%
CC(C)NC(=O)COC(=O)c1ccc(Oc2ccccc2)cc1 | -2 | u | 5% | 1%
O=C(/C=C/c1cccs1)c1ccc(NC(=O)c2cccc(Br)c2)cc1 | 0[1.84 µM] | -10 | -3%[11.4 µM] | 16%
Cc1ccc2nc(-c3ccc(NC(=O)CN4C(=O)c5ccccc5C4=O)cc3)sc2c1 | -10 | 23 | x | -1%
Cc1ccc(NC(=O)Cn2nnc(C(=O)NCc3ccccc3)c2N)cc1C | -7 | u | -3% | -3%
Cc1nnc(SCC(=O)Nc2nnc(SCc3cccc(Br)c3)s2)s1 | x | u | x | -3%
COCCNc1nnc(SCC(=O)c2ccc3c(c2)OCO3)s1 | 7 | u | 5% | -2%
CSCCC(NS(=O)(=O)/C=C/c1ccccc1)C(=O)N1CCC(C)CC1 (stereo not given) | 2 | 22 | 2% | -8%
CC1CC(=O)C2=C(C1)OC(N)=C(C#N)C2c1coc2ccccc2c1=O (stereo not given) | -5 | 8 | -1% | -1%
Cc1cc(Cl)ccc1OCc1n[nH]c(=S)n1C1CCCCC1 | 9 | -10 | u | u
COC(=O)C1=C(C)NC(=S)NC1c1ccc(-c2cccc(Cl)c2)o1 (stereo not given) | x | -8 | x | u
CCOC(=O)c1[nH]cnc1C(=O)Nc1cccc(N)n1 | -9 | u | 4% | 4%
CCOC(=O)/C(=C\c1c[nH]c2ccccc12)NC(C)=O | 16 | -8 | x | -1%
O=C(NN=C1c2ccccc2-c2ccccc21)c1cccc(Br)c1 | 2 | -3 | x | 1%
O=C(CSc1nc2c(c(=O)n1-c1ccccc1)SCC2)N1CCN(c2ccccc2)CC1 | 3 | 41 | x | -4%
COc1ccc(Cl)cc1NC(=O)NC1CCCCC1 | 1 | 24 | 2% | 3%
CC1CCN(S(=O)(=O)c2cccc(-c3csc(-c4cccnc4)n3)c2)CC1 | 3 | 6 | 45%[activator] | -8%
CCOC(=O)N1CCN(C(=O)c2n[nH]c(=O)c3ccccc23)CC1 | -2 | u | 1% | 1%
Cc1ccc(S(=O)(=O)N2CC(O)CC2C(=O)OCc2nc3sc(C)c(C)c3c(=O)[nH]2)cc1 (stereo not given) | x | -22 | x | -7%
CC(=O)NC1CC(C)(C)N(OC(C)=O)C(C)(C)C1 | 19 | -16 | -4% | 0%
Cc1ccc(S(=O)(=O)N2CCC(=O)N(C(COCc3ccc(C(F)(F)F)cc3)Cc3ccccc3)CC2)cc1 (stereo not given) | x | 39 | x | 3%
O=C(CN1C(=O)c2ccccc2S1(=O)=O)N1CCN(c2ccccc2)CC1 | 7 | -26 | 2% | 2%
CCCC(=O)Nc1ccc(C(=O)N/N=C/c2cccnc2)cc1 | 4 | -14 | 0% | 6%
CCOc1ccc(-c2nnc(SCC(=O)N3CCN(c4ccccc4)CC3)o2)cc1 | 0 | 18 | x | -1%

7 neighbouring compounds out of the list so far, for reference:
SMILES | IMPase inh | PNC inhibitor | 15-hLO-2 inh | 12-hLO inh
COc1cc(/C=N/NC(=O)CCn2c3ccccc3c3ccccc32)ccc1O | 8 | 65 | 5% | 3%
CC1Cc2ccccc2N1C(=O)C1CCCN1S(=O)(=O)c1ccc(Cl)cc1 (stereo not given) | 8 | u | 0% | 0%
CC(C)NC(=O)COC(=O)c1ccc(Oc2ccccc2)cc1 | -2 | u | 5% | 1%
O=C(/C=C/c1cccs1)c1ccc(NC(=O)c2cccc(Br)c2)cc1 | 0[1.84 µM] | -10 | -3%[11.4 µM] | 16%
Cc1ccc2nc(-c3ccc(NC(=O)CN4C(=O)c5ccccc5C4=O)cc3)sc2c1 | -10 | 23 | x | -1%
Cc1ccc(NC(=O)Cn2nnc(C(=O)NCc3ccccc3)c2N)cc1C | -7 | u | -3% | -3%
Cc1nnc(SCC(=O)Nc2nnc(SCc3cccc(Br)c3)s2)s1 | x | u | x | -3%

New compounds follow
SMILES | IMPase inh | PNC inhibitor | 15-hLO-2 inh | 12-hLO inh
CCC(=O)N1CCc2cc(S(=O)(=O)NC(C(=O)Nc3cccc(C)n3)C(C)C)ccc21 (stereo not given) | 5 | -26 | 3% | 6%
CC(C)C(=O)N/N=C/c1ccc(OCc2ccccc2)cc1 | -4 | 21 | -5% | 0%
Clc1ccc(Nc2ncn[nH]2)cc1 | -2 | 5 | x | 1%
Cc1cc(C(=O)Cn2nnc3ccccc3c2=O)c(C)n1-c1c(C)n(C)n(-c2ccccc2)c1=O | 5 | 15 | -4% | -1%
O=C(c1ccccc1/S(=N/S(=O)(=O)c1ccccc1)N1CCOCC1)N1CCOCC1 (stereo not given) | 8 | u | 3% | 3%
COc1ccc(NC(=O)CC2C(=O)N(c3cccc(OC)c3)C(=O)N2CCC(C)C)cc1 (stereo not given) | -1 | -19 | -3% | -8%
CCOc1cccc(NCc2cc3c(C(C)(C)C)nn(-c4ccccc4)c3[nH]c2=O)c1 | 0 | 25 | 7% | -7%
CCCC(=O)Nc1ccc(OCC(O)CNC(C)C)c(C(C)=O)c1 (stereo not given) | x | 42 | 4% | 5%&-3%
NC1=NC(=O)/C(=C/c2cn(Cc3ccccc3)c3ccccc23)S1 | 0 | -9 | x | -20%
COC(=O)CNC(=O)c1ccc(=O)oc1 | 0 | u | 11% | -1%
CCCC(C(=O)NC1CCCC1)N(Cc1ccc2c(c1)OCO2)C(=O)c1snc(C(N)=O)c1N (stereo not given) | 7 | 0 | -2% | -3%
CSc1nc(-c2ccc(C)cc2)[nH]c1S(=O)(=O)c1ccccc1 | 6 | 24 | -2% | -18%
Cc1ccc(S(=O)(=O)NCCOc2nc(N3CCOCC3)nc(N3CCOCC3)n2)cc1 | 7 | 0 | 0% | 7%
CC1(C)Cc2[nH]c(=O)c(C#N)cc2CS1 | 5 | -6 | 14% | -1%
O=C1CN(C(=O)CSc2nc3ccccc3c(=O)n2Cc2ccc(F)cc2)c2ccccc2N1 | x | -5 | x | 0%
COCCCNC(=O)C1CCN(S(=O)(=O)N(CC(C)C)CC(C)C)CC1 | 4 | 48 | u | 2%
CCOC(=O)c1c(NC(=O)COC(=O)CNC(=O)c2ccco2)sc(C)c1C | 11 | u | x | -3%
COc1ccc(NC(=O)CSc2nnc(-c3ccccn3)n2N)c(OC)c1 | -5 | -9 | -6% | 1%
CCn1c(SCC(N)=O)nnc1-c1ccc(OC)c(OC)c1 | 6 | 17 | 5% | -5%
CCOC(=O)CN1C(=O)C(O)=C(C(C)=O)C1c1ccc(F)cc1 (stereo not given) | 0 | 21 | -2% | -5%
CCC(CC)C(=O)Nc1cccc(C(=O)NCCc2ccc(S(N)(=O)=O)cc2)c1 | -7 | -101* | 8% | 2%
CC1=NN(C(=O)c2csc(C(C)C)c2)C(O)(C(F)(F)F)C1 (stereo not given) | 7 | 42 | x | -6%
CCOC(=O)Cn1c(CN2CC(C)OC(C)C2)nc2c1c(=O)n(C)c(=O)n2C (stereo not given) | -3 | u | x | 6%
CC1CCCN(CC(O)COCC2COc3ccccc3O2)C1 (stereo not given) | 7 | -27 | 18% | 6%
O=S(=O)(/N=C(/c1ccc(Cl)cc1)N1CCOCC1)c1ccc(Cl)cc1 | 9 | -22 | -6% | 7%

Continuation:
SMILES | IMPase inh | PNC inhibitor | 15-hLO-2 inh | 12-hLO inh
N#Cc1cc(-c2ccccc2)nn1-c1ccccc1 | 21 | 2 | 13%[2.29 µM] | -14%
COc1ccc(-c2cc(C(=O)OCC(=O)c3ccc(C)c([N+](=O)[O-])c3)c3ccccc3n2)cc1 | 8 | 3 | x | 1%
CC1CCN(S(=O)(=O)N2CCC(C(=O)N3CCC(N(C)CC4CCCO4)CC3)CC2)CC1 (stereo not given) | 6 | -12 | 0% | -3%
N#Cc1c(-c2ccco2)nc(SCC(=O)Nc2cccc(Cl)c2)[nH]c1=O | u | 9 | -19% | -13%
O=C(O)Cn1ccnc1 | -6 | -24 | 0% | 2%
CCOC(=O)/C(=N\Nc1cccc(Cl)c1)Sc1nnc(-c2ccc(OC)cc2)n1C | x | -26 | x | -3%
COC(=O)COc1ccc(S(=O)(=O)Nc2cc(OC)ccc2OC)cc1 | 3 | 28 | 8% | 2%
CC(=O)C1=C(O)C=C2Oc3c(C(C)=O)c(O)c(C)c(O)c3[C@]2(C)C1=O | 1 | x | -7% | -1%
CCOC(=O)C1=C(N)OC(C)=C(C#N)C1c1ccco1 (stereo not given) | x | 0 | x | -1%
CCOC(=O)c1c(CC(C)C)csc1NC(=O)C(C)C | 5 | -17 | 14% | -1%
Nc1ccc(-c2nc3ccc([N+](=O)[O-])cc3[nH]2)cc1 | x | 32 | x | -4%
COc1cccc(N2CCN(CC(=O)NCc3cccs3)CC2)c1 | 0 | 28 | 2% | 1%
Cc1ccc(-c2nnc(NCc3ccccc3)c3ccccc23)cc1 | 0 | u | x | 2%

Assay outcomes (PubChem)

Some of the compounds tested, so the mix of outcomes need not match the whole.
